# V1R ag counter = agonists of human V1a receptor, primary screen, counter-screen for OXTR agonist project, fluorescence, CHO-V1R cells. Vasopressin V1a receptor (Homo sapiens), P37288. Fluo-8 calcium fluorescence, agonist mode; 0% DMSO, 100% 3 nM vasopressin. activation, % at 3 µM. hit rate 0.25% among 320,000;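 active = activation above the mean activation of all tested compounds plus 3 SD, per screening run, cut at about 20% in these data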;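 note: signal is peak over basal fluorescence ratio across a 100 second FLIPR read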
# GPR7 antag = GPR7 receptor antagonists, primary screen, cell-based, fluorescence, single concentration; GPR7-expressing cells, fluorescence antagonist assay; inhibition, % at 4.4 µM; hit rate 1.1% among 290,000; AID 1861, 2009; in the data active = inhibition above about 16%, passing the limit was not always enough;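 note: cells stimulated with the agonist NPW; 0% = agonist with vehicle and 100% = vehicle without agonist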
# Target sequence (P48145 whole entry, looked up): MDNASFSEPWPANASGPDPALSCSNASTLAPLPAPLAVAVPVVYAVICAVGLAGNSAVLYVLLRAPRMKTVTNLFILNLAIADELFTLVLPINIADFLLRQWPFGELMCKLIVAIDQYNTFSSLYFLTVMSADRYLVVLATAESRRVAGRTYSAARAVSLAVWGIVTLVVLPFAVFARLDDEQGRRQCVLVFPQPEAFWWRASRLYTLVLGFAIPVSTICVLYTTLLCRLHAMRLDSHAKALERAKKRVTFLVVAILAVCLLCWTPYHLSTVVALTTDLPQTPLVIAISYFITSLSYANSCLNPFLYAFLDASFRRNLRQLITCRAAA
# GalR3 antag = GalR3 antagonists in HEK293 cells, primary screen, cell-based, fluorescence readout. hit rate 0.44% among 360,000. HEK293 GalR3-CNG cAMP membrane potential fluorescence; galR3 body fused to GalR1 C-terminus. inhibition, % at 3 µM. Galanin receptor type 3 (Homo sapiens), O60755;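 active = inhibition above the screen-wide average plus 3 SD, cut at about 13% in these data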;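 note: forskolin and galanin both at EC90 stimulate the cells; cAMP rise reported by CNG channel membrane potential dye signal; 0% = forskolin plus galanin with DMSO and 100% = forskolin alone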
# Target sequence (O60755 1-299 limits assumed): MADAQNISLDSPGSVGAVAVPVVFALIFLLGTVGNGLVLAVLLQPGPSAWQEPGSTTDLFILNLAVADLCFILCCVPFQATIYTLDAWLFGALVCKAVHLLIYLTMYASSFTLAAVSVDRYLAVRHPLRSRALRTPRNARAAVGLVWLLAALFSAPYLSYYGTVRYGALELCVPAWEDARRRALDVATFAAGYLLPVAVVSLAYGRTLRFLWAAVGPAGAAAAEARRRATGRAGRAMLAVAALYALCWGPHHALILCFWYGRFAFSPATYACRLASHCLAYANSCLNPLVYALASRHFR
# IMP-1 inhibitor = IMP-1 metallo-beta-lactamase inhibitors, primary screen, biochemical, epi-absorbance readout, Pseudomonas aeruginosa enzyme | inhibition, % at 5.6 µM | metallo-beta-lactamase IMP-1 (Pseudomonas aeruginosa) | hit rate 0.45% among 290,000 | purified IMP-1, nitrocefin hydrolysis, epi-absorbance fluorescence;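 active = inhibition above the mean plus 3 SD of all compounds in the same screening run, cut at about 4.5% in these data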;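 note: 0% = IMP-1 with DMSO and 100% = DMSO wells lacking enzyme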
#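 assay system = purified recombinant IMP-1 metallo-beta-lactamase enzyme | schedule = 15 min preincubation plus 25 min reaction at 25 °C | signal = Epi-absorbance fluorescence, 480 nm excitation, 530 nm emission | read-out basis = percent inhibition from optical density relative to buffer-blank wells | controls = IMP-1 with DMSO as 0%, enzyme-free DMSO as 100%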
# VIM-2 inhibitor = VIM-2 metallo-beta-lactamase inhibitors, primary screen, biochemical, epi-absorbance readout, Pseudomonas aeruginosa enzyme. purified VIM-2, nitrocefin hydrolysis, epi-absorbance fluorescence. inhibition, % at 5.6 µM. hit rate 0.89% among 290,000. AID 1527, 2009;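 active = inhibition above the mean of all tested compounds plus 3 SD, cutoff set per screening run, cut at about 7.5% in these data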;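 note: red hydrolysis product quenches plate fluorescence so inhibitors raise well fluorescence; 0% = enzyme with DMSO and 100% = DMSO without enzyme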
# OXTR agonist = human OXTR agonists, primary screen, fluorescence, CHO-OTR cells, Fluo-8 calcium. Oxytocin receptor (Homo sapiens), P30559. Fluo-8 calcium fluorescence; normalized: DMSO 0%, oxytocin 100%. activation, % at 3 µM. hit rate 0.32% among 320,000. AID 2435, 2010;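 active = activation above the mean of all tested compounds plus 3 SD, cutoff set per screening run, cut at about 20% in these data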;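 note: peak over basal fluorescence ratio from a 100 s FLIPR kinetic read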
# Target sequence (P30559 whole entry, looked up): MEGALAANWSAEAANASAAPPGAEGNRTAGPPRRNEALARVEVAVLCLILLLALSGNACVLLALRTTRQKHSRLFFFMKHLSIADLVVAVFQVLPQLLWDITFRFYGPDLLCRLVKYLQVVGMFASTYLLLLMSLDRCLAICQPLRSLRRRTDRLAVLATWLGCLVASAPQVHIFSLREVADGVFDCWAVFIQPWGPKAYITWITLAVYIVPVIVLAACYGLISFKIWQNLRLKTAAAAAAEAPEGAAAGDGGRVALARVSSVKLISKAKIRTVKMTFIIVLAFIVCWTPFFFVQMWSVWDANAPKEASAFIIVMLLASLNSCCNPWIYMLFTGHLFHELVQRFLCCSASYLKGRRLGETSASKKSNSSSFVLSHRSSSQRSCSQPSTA
# HCV NS3 hel inh = inhibitors of HCV NS3 helicase, primary screen, biochemical, Cy5 molecular beacon fluorescence; NS3 helicase DNA unwinding; Hepatitis C virus NS3 helicase; AID 1800, 2009; hit rate 0.56% among 290,000; inhibition, % at 10.9 µM;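 active = inhibition above the mean of all tested compounds plus 3 SD, set per campaign, cut at about 35% in these data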;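 note: 0% = DMSO wells and 100% = thioflavine S control wells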
#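 System: NS3 helicase fragment of HCV / Schedule: 1 h at 25 °C / Control set: DMSO alone as 0% and 110 µM thioflavine S as 100% / Reagent: Cy5/quencher beacon DNA duplex and ATP to start / Technique: Cy5 fluorescence / Replication: singlicate / Evaluation: % inhibition of end-to-start signal ratio versus controls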
# PHOSPHO1 inh = PubChem AID 1565. recombinant PHOSPHO1, absorbance phosphatase assay. inhibition, % at 13.3 µM. hit rate 1.1% among 290,000; in the data active = inhibition above about 60%
# DNA FID counter = compounds displacing fluorescent DNA intercalator, primary screen, artefact control for HCV NS3 helicase inhibitor project, biochemical, FID fluorescence | DNA fluorescent intercalator displacement | inhibition, % at 7.9 µM | hit rate 0.17% among 290,000; in the data active = inhibition above about 37%;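 note: 0% = vehicle and 100% = reference compound; higher means more ethidium bromide displaced from hairpin DNA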
# The depositor's hits bear a star; · = no result given; & = joins results of further samples. Not a hit list (roughly 4.3% active in at least one column).
# Sample of the layout, 2 compounds:
SMILES,V1R ag counter,GPR7 antag,GalR3 antag,IMP-1 inhibitor,VIM-2 inhibitor,OXTR agonist,HCV NS3 hel inh,PHOSPHO1 inh,DNA FID counter
CCOC(=O)c1[nH]c(C)c(CCC(=O)O)c1C,1.3&0.2,-3&2,-4&-4,-4.0&-1.2,-2.3&-1.4,0.2&1.1,-1&6,35&0,4&2
COc1ccc(C2=NOC(C(=O)N3CCN(C(=O)c4ccco4)CC3)C2)cc1OC (stereo unspecified),1.6,-6,-1,-0.5,-1.0,2.1,2,28,-11

# This part in full, from the first entry:
SMILES,V1R ag counter,GPR7 antag,GalR3 antag,IMP-1 inhibitor,VIM-2 inhibitor,OXTR agonist,HCV NS3 hel inh,PHOSPHO1 inh,DNA FID counter
CCOC(=O)c1[nH]c(C)c(CCC(=O)O)c1C,1.3&0.2,-3&2,-4&-4,-4.0&-1.2,-2.3&-1.4,0.2&1.1,-1&6,35&0,4&2
COc1ccc(C2=NOC(C(=O)N3CCN(C(=O)c4ccco4)CC3)C2)cc1OC (stereo unspecified),1.6,-6,-1,-0.5,-1.0,2.1,2,28,-11
O=c1cc(NS(=O)(=O)c2ccccc2)nc(SCc2ccc(Cl)cc2)[nH]1,0.5,-7,4,-2.4,-3.2,0.7,-3,-4,3
Cc1cc(NC(=O)CCC(=O)N(CC(=O)NCC2CCCO2)c2ccccc2C)no1 (stereo unspecified),-0.1,-15,-4,-3.3,-1.9,1.9,1,25,-26
COc1cc(NC(=O)CCn2c(=O)[nH]c3ccsc3c2=O)cc(OC)c1,-0.1,-16,-2,-4.7,-3.7,0.3,5,-4,-3
COc1ccc(-c2nc(N)n(C(=O)c3ccc(C)cc3)n2)cc1,0.3,5,-8,-2.4,-1.2,-1.2,-2,16,-5
CCN(CC)CCN1CCn2c3c(c4cc(C)ccc42)CCCC31 (stereo unspecified),1.9,12,-3,-3.2,-1.8,0.3,-74,-2,22
Cc1cc(N(CC(=O)NC2CC2)S(C)(=O)=O)ccc1Br,0.9,13,-3,-1.8,-0.5,0.1,-5,-12,-6
CC(=O)NC1=NC(=O)C(C)S1 (stereo unspecified),0.5,-9,1,-1.2,-1.5,0.7,14,41,0
O=c1c(Cl)c(N2CCNCC2)cnn1C12CC3CC(CC(C3)C1)C2,-0.9,-12,-6,-3.7,-2.3,0.2,3,-15,-15
COc1ccccc1CNC(=O)c1ccc2c(=O)n(CC3CCCO3)c(=S)[nH]c2c1 (stereo unspecified),-0.2,-11,-9,-1.5,-2.9,0.1,2,-18,-35
COc1ccc(-c2ccnc(SCC(=O)N3CCN(c4ccccc4)CC3)n2)cc1,-1.4,-25,-5,-3.1,-1.9,-2.6,3,51,-3
CC(C)(C)n1nc2c(c1NC(=O)Cc1ccc(Cl)cc1)CS(=O)(=O)C2,0.2,3,-2,-1.1,-0.7,-0.6,-1,33,-5
CC1CC(C)CN(S(=O)(=O)N2CCC(C(=O)NCCC3=CCCCC3)CC2)C1 (stereo unspecified),0.2,9,-8,-0.1,1.0,0.4,10,6,-6
O=C(Cn1nnc2ccccc21)Nc1ccc([N+](=O)[O-])cc1,4.3,4,-1,-2.7,-1.6,3.0,8,44,7
O=C(O)c1ccc(Nc2ncc([N+](=O)[O-])cc2[N+](=O)[O-])cc1,-0.1,-10,-2,0.2,-0.4,1.3,2,34,3
CCC(C)NS(=O)(=O)c1ccc(S(=O)(=O)N(CC(=O)Nc2ccccc2)CC2CCCO2)cc1 (stereo unspecified),-0.1,1,-2,0.5,-0.5,-0.6,-10,3,-32
COc1ccc(C2=NOC3(CC(=O)N(c4ccc(C)cc4)C3=O)C2)c(OC)c1 (stereo unspecified),1.4,5,-5,-0.7,-0.4,2.5,-8,7,-16
O=C(NCCc1cccnc1)c1cc(COc2ccc(F)cc2Cl)on1,6.0,9,-4,-1.8,0.3,1.9,4,6,-20
NS(=O)(=O)c1ccc(CCNC(=O)[C@@H]2CCCN2S(=O)(=O)c2ccccc2F)cc1,0.0,-1,-1,-2.8,-2.6,-0.2,2,32,1
Nn1c(SCc2ccccc2F)nnc1-c1ccncc1,0.2,-17,-2,-3.0,-1.4,-0.4,-3,24,-3
COc1ccc(/C=C(/NC(=O)c2ccco2)C(=O)Nc2ccc(C(=O)O)cc2)cc1,0.5,14,-9,-3.6,-3.9,-0.2,3,24,-8
O=C(Nc1nccs1)C1CCN(S(=O)(=O)c2cnc[nH]2)CC1,1.9,-7,0,-1.5,-0.6,1.1,2,-1,-6
CC(C)N(C(=O)CO/N=C/c1cccc([N+](=O)[O-])c1)C(C)C,-0.5,1,-2,-3.1,-4.6,-0.5,-1,-11,-16
COc1ccc(/C=C(\NC(=O)c2ccccc2)C(=O)NCCN2CCOCC2)cc1,1.0,-2,-8,-2.9,-0.6,-0.3,-3,6,0

# The list goes on; the last two above are carried over.
SMILES,V1R ag counter,GPR7 antag,GalR3 antag,IMP-1 inhibitor,VIM-2 inhibitor,OXTR agonist,HCV NS3 hel inh,PHOSPHO1 inh,DNA FID counter
CC(C)N(C(=O)CO/N=C/c1cccc([N+](=O)[O-])c1)C(C)C,-0.5,1,-2,-3.1,-4.6,-0.5,-1,-11,-16
COc1ccc(/C=C(\NC(=O)c2ccccc2)C(=O)NCCN2CCOCC2)cc1,1.0,-2,-8,-2.9,-0.6,-0.3,-3,6,0
CCOC(=O)c1c(-c2ccccc2)csc1NC(=O)c1cccc(N2C(=O)CCC2=O)c1,-0.7,6,-2,-1.9,-1.9,9.7,1,12,1
COc1cc2c(cc1OC)C1(CCCCC1)CN(C)C2,-0.3,2,0,-3.5,-2.2,1.5,5,40,1
COC(=O)[C@H](Cc1ccccc1)NC(=O)NCCC1=CCCCC1,-0.6,-1,-3,-2.9,-2.2,-1.2,-1,7,-16
Cc1cc(F)ccc1NCc1ccccc1[N+](=O)[O-],-1.0,-3,-1,-0.8,-3.6,-2.3,13,4,5
C=CCn1c2ccccc2c2nnc(SCC(=O)O)nc21,0.1,-6,-11,-0.6,2.4,-0.6,-2,·,-9
CS(=O)(=O)Nc1ccc(C(=O)Nc2ccc3c(c2)OCCO3)cc1,0.6,-13,·,-1.1,-0.1,1.1,10,-5,-4
CN(C)CC(C)(C)CN=Cc1c(O)[nH]c2ccccc12,0.3,-9,6,-1.5,-4.0,1.5,-3,2,0
COC(=O)c1nnn(CC(=O)NC(=O)Nc2cccc(Cl)c2C)c1C(=O)OC,7.4,13,-2,-0.2,3.5,8.0,10,-23,-12
CC(=O)Nc1ccc(OS(=O)(=O)c2ccc(Cl)cc2)cc1,5.0,-12,-9,0.5,-0.1,4.6,16,-116,-11
COc1ccc2c(c1)C=C(C(=O)OCc1cccnc1)CO2,0.8,9,-6,0.6,4.3,0.8,-17,-20,-13
Cc1cccnc1Nc1nc(-c2ccc(O)c(O)c2)cs1,-2.0,2,3,-2.8,0.1,-2.1,5,30,3
O=C(CCc1ccccc1)NNC(=O)COc1ccc(Cl)cc1,·,-10,-3,-5.2,-4.9,·,0,-16,-7
c1ccc(-c2ccc(-c3nc(-c4ccncc4)no3)cc2)cc1,0.6,-9,-9,-1.3,-1.5,0.1,-8,-18,-2
CC(=O)NC(c1ccccc1)c1c(O)ccc2ccccc12 (stereo unspecified),6.5,13,3,-1.8,1.4,7.7,-14,1,-14
CC1CCN(C(=O)C2CCN(S(=O)(=O)c3cccnc3)CC2)CC1,0.7,14,-2,-1.7,-0.8,0.7,0,0,-4
CCc1c(C)sc(NC(=O)c2cccs2)c1C(=O)OC(C)C,0.8,6,-6,-0.2,1.1,0.3,8,-1,1
C=CCn1cc(C(=O)OCC)c(=O)c2ccc(F)cc21,0.6,3,-1,-1.4,1.1,0.0,-3,38,1
CSCCC(NS(=O)(=O)c1ccc(Cl)cc1)C(=O)OCC(=O)N(C(C)C)C(C)C (stereo unspecified),-0.9,0,-3,-3.0,-8.5,-1.2,0,13,-34
Cn1cnc([N+](=O)[O-])c1Nc1ccc(O)cc1,0.0,-3,2,-1.6,-4.8,0.8,8,6,2
Cc1nn(CCCC(=O)NCc2ccccc2)c(=O)c2nccn12,0.8,-7,·,-3.4,-2.4,0.4,-3,20,-3
CC(Oc1ccc(F)cc1)C(=O)NN (stereo unspecified),-0.4,-3,-1,-0.7,-3.2,-2.2,-1,-4,-4
Cc1cc(NS(=O)(=O)c2ccc(NC(=O)C3CCCCC3)cc2)no1,0.2,-8,3,-5.0,-3.2,0.7,12,15,-10
O=C1CN(C(=O)COc2ccccc2F)c2ccccc2N1,0.8,0,-1,-4.0,-4.5,-0.2,9,-5,-3
O=C(CN1CCCC1)N/N=C/c1ccc(-c2cccc(Cl)c2)o1,-0.5,-16,-4,-2.7,6.2,-0.8,-20,37,5
C=CCNc1nc2c(c(=O)n(C)c(=O)n2C)n1CC(=C)C,1.1,·,-2,·,·,0.3,·,-5,·
SMILES,V1R ag counter,GPR7 antag,GalR3 antag,IMP-1 inhibitor,VIM-2 inhibitor,OXTR agonist,HCV NS3 hel inh,PHOSPHO1 inh,DNA FID counter
CN(C)c1ccc(C(CNC(=O)c2ccc(C#N)cc2)c2c[nH]c3ccccc23)cc1 (stereo unspecified),-0.8,-11,-3,-2.8,-2.1,-0.9,12,-4,-5
O=C(NC1CCCC1)C(c1ccccn1)N(C(=O)c1csnn1)c1ccccc1Cl (stereo unspecified),0.0,-13,-9,-1.9,-3.3,0.2,3,10,-13
Brc1ccc(C2=Nn3c(nnc3-c3ccncc3)SC2)cc1,·,-4,·,-2.8,9.2*,·,1,·,-3
CC(=O)N(C1=C(N)C(=O)c2ccccc2C1=O)C(C)C,2.3,-6,-5,-3.3,-3.1,0.8,13,34,0
CC1(c2ccccc2)CC2CC(c3ccccc3)N1O2 (stereo unspecified),-1.5,-14,-9,-3.1,-4.8,-1.8,0,12,-6
O=C(COC(=O)c1cccnc1Cl)NCCC1=CCCCC1,0.7,-14,0,-1.1,-1.9,0.2,-7,30,-13
COc1cc(OC)c(NC(=S)NCc2ccccc2)cc1Cl,1.7,-1,-2,-2.2,-2.9,2.3,6,-28,-1
CCOC(=O)c1ccc(N2C(=O)c3cccc4c(C(=O)O)ccc(c34)C2=O)cc1,0.7,1,0,1.6,-1.7,-0.3,1,3,-5
O=C(Nc1ccccc1C(=O)O)c1ccc(NC(=O)C2CCCCC2)cc1,-0.8,-17,-3,-1.5,-0.2,-0.5,6,34,-32
Cc1ccccc1CN1CCN(CC(=O)NC(C)c2ccccc2)CC1 (stereo unspecified),0.6,-7,5,0.7,-1.8,0.2,1,8,-4
O=C(O)c1ccc(N2CCOCC2)c(N2C(=O)C3C4C=CC(C4)C3C2=O)c1 (stereo unspecified),0.5,-8,-7,-2.3,1.5,-0.4,2,62*,5

# Bioassay records deposited in PubChem BioAssay by several laboratories.
